# Compound activity from PubChem BioAssay.
# PRMT1 inh: PRMT1 methyltransferase inhibitors, primary screen, biochemical, fluorescence polarization. Protein arginine N-methyltransferase 1 (Homo sapiens), Q99873. recombinant PRMT1, activity-based probe fluorescence polarization. inhibition, % at 2.79 µM. 370,000 tested, 1.3% active. AID 652257, 2013;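 active means inhibition above about 21% made by adding two undisclosed values, limit read from the data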
# TCR CD3 inh: inhibitors of human TCR-CD3 interaction, primary screen, biochemical, fluorescence, TAMRA-labeled TCR probe. inhibition, % at 9.4 µM. 360,000 tested, 0.37% active; in the data active means inhibition above about 19%;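 further: recombinant mutant TCR 2C K166C tagged with TAMRA read by polarization; 0% = receptor in buffer alone and 100% = receptor with positive control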
# SIAE primary: human SIAE inhibitors, primary screen, biochemical, fluorescence polarization, FP-Rh probe, 1536-well HTS; 370,000 tested, 0.69% active; Sialate O-acetylesterase (Homo sapiens), Q9HAT2; inhibition, % at 9.66 µM; SIAE FP-Rh probe binding; AID 1053197, 2014;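 active means inhibition above a cutoff: mean of compounds within the control limits plus 3 SD of those, cut at about 17% in these data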;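 further: 0% = plate median of compound wells and 100% = probe without SIAE protein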
# LEDGF integ inh: blockers of LEDGF/p75-dependent integrase strand transfer – biochemical, TR-FRET, high throughput, primary screen | HIV-1 integrase (with human LEDGF/p75) | TR-FRET IN-LEDGF/p75 DNA integration, Eu/Cy5 | inhibition, % at 3.7 µM | 370,000 tested, 0.64% active | AID 743269, 2014;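 active means inhibition above the screen-wide mean plus 3 SD, cut at about 13% in these data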;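 further: signal is the Cy5 over europium emission ratio at 671 and 618 nm; 0% = plate median of compound wells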
# TDP2 inh: human TDP2 enzyme inhibitors, primary screen, biochemical, epi absorbance, recombinant enzyme. Tyrosyl-DNA phosphodiesterase 2 (Homo sapiens), O95551. T5PNP hydrolysis, p-nitrophenol absorbance 415 nm. inhibition, % at 12.8 µM. 370,000 tested, 0.34% active;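 active means inhibition above the mean of all tested compounds plus 3 SD, set per campaign, cut at about 25% in these data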;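 further: 0% = DMSO with enzyme and 100% = buffer with substrate but no TDP2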
# Target sequence (O95551 whole entry, looked up): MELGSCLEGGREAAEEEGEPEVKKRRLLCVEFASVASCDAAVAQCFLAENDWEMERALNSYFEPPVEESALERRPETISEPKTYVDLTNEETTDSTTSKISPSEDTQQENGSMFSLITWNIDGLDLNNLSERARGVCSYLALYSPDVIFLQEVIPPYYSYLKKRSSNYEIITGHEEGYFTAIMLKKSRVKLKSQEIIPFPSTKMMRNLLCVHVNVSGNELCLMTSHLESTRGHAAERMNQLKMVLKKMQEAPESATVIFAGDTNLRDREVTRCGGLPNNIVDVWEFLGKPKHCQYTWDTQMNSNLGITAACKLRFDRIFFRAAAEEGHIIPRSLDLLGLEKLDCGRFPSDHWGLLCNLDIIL
#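 test system = human TDP2 enzyme | input = TDP2 enzyme at 120 nM final | medium = 50 mM Tris-HCl pH 7.5 with Mg2+, KCl, DTT, BSA | also added = T5PNP substrate, 5 mM | times = 2 h at 37 °C | technique = epi absorbance | benchmarks = high control without enzyme, low control DMSO plus TDP2 | replication = each compound tested once, singlicate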
# HTRA1 inhibitor: HTRA1 serine protease inhibitors, primary screen, biochemical, fluorescence polarization, HTS. recombinant HTRA1, FP-rhodamine activity-based probe. Q92743. inhibition, % at 5.96 µM. AID 504803, 2011. 340,000 tested, 0.5% active; in the data active means inhibition above about 36%;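 further: 0% = enzyme with DMSO and 100% = wells lacking enzyme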
# Target sequence (Q92743 whole entry, looked up): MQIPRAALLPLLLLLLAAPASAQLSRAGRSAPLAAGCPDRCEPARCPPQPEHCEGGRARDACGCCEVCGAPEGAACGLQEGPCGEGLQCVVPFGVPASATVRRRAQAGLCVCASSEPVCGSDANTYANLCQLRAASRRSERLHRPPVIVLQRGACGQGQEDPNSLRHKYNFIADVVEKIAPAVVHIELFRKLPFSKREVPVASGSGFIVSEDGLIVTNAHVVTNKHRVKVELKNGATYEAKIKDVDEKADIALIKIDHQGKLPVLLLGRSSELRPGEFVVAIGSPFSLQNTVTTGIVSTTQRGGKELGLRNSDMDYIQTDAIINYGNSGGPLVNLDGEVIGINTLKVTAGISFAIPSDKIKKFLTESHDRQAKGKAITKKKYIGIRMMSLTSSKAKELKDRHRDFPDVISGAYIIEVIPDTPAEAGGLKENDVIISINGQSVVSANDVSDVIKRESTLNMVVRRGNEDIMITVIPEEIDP
# rCAG RNA binder: binders of r(CAG) RNA repeats, primary screen, biochemical, fluorescence. 370,000 tested, 1.3% active. inhibition, % at 3 µM. r(CAG) RNA repeat, TO-PRO-1 dye displacement fluorescence. AID 651821, 2012;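 active means inhibition above the plate cutoff, the mean of all test compounds on that plate plus 3 SD, cut at about 35% in these data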;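 further: 0% = DMSO alone and 100% = 100 µM mitoxantrone as full dye displacement; higher means more dye released from RNA so lower well fluorescence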
# NPR2 activator: human GC-B receptor activators, primary screen, HEK293 GC-B cells, cGMP TR-FRET, EC30 CNP; Atrial natriuretic peptide receptor 2 (Homo sapiens), P20594; 0% at EC30 CNP, 100% saturating CNP; activation, % at 10 µM; 370,000 tested, 0.11% active;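 active means activation at 10 µM reaching about 35% in either raw or pattern-adjusted values, limit read from the data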
# MBD2 DNA inh: inhibitors of MBD2 binding to methylated DNA, primary screen, biochemical, TR-FRET, DNA-binding domain, human | inhibition, % at 4.4 µM | MBD2 binding to methylated oligonucleotide | 370,000 tested, 0.31% active | AID 686964, 2013; in the data active means inhibition above about 13%
# ABHD4 inh: ABHD4 inhibitors, primary screen, biochemical, fluorescence polarization, mouse | (Lyso)-N-acylphosphatidylethanolamine lipase (Mus musculus), Q8VD66 | purified mABHD4, FP-Rh probe fluorescence polarization | inhibition, % at 8.92 µM | 370,000 tested, 0.54% active;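 active means inhibition exceeding the mean over every tested compound plus 3 SD, cut at about 30% in these data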;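 further: 0% = plate median of compound wells and 100% = S159A mutant with DMSO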
#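 system = mouse ABHD4 enzyme, wild type | medium = HEPES pH 7.0, NaCl, Pluronic buffer | also added = FP-Rh probe | incubation = Enzyme–compound pre-incubation 45 min, then probe 60 min, both 25 °C | technique = fluorescence polarization, excitation 525 nm, emission 598 nm, BODIPY TMR filters | controls = S159A mutant high control, sample median low control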
# * hit, by the source's call; x = not tested or not shown.
1) Cc1ccc(C(=O)N2CCc3ccccc32)cc1[N+](=O)[O-]
2) C[C@H]1CN=C(N(C)C)N1CCc1cccc(F)c1
3) CN(C)S(=O)(=O)c1ccc(C(=O)Nc2nnc(-c3ccco3)o2)cc1
4) COc1cc(OC)cc(C(=O)N=c2sc3ccccc3n2C)c1
5) Cc1cccc(C)c1N(CC(=O)NC1CCCCC1)C(=O)c1csnn1
6) O=C(NC1CCCc2ccccc21)C1CCCN(S(=O)(=O)c2cnc[nH]2)C1 (centres undefined)
7) O=C(NC1=NCCS1)c1ccc(Cl)c(S(=O)(=O)N2CCc3ccccc32)c1
8) COc1ccccc1N1CCN(C(=O)c2ccc(NC3=NC4CS(=O)(=O)CC4S3)cc2)CC1 (centres undefined)

Screen / compound no.	1	2	3	4	5	6	7	8
PRMT1 inh	-2	-3	0	-2	-1	-3	6	2
TCR CD3 inh	10	4	0	2	3	5	1	0
SIAE primary	9	2	0	-3	0	-9	-21	3
LEDGF integ inh	5	-1	-2	0	3	4	1	0
TDP2 inh	13	4	2	-3	-23	-7	-1	3
HTRA1 inhibitor	10	-2	3	-19	-2	0	-33	-3
rCAG RNA binder	-4	1	4	2	-1	4	8	3
NPR2 activator	-10	-3	-3	0	-4	0	6	4
MBD2 DNA inh	3	-1	0	1	3	1	2	-2
ABHD4 inh	1	5	6	-7	-13	-3	-25	4

9) COc1ccc(OC)c(CNc2ccc([N+](=O)[O-])cc2C)c1
10) Cn1c(CN2CCOCC2)nnc1SCC(=O)NC1CCCCC1
11) Cc1ccc(-c2csc(NC(=O)C3=NN(C4CCS(=O)(=O)C4)C(=O)CC3)n2)cc1 (centres undefined)
12) O=C(NCCCN1CCN(CCCNC(=O)c2cc([N+](=O)[O-])ccc2Cl)CC1)c1cc([N+](=O)[O-])ccc1Cl
13) CC(C)(Oc1ccc(Br)cc1)C(=O)N1CCc2ccccc21
14) CC1(C(=O)NS(=O)(=O)c2ccc(C#N)cc2)CCN1C(=O)C1(c2ccc(Cl)cc2)CCC1 (centres undefined)
15) CC1=NOC2(C1)/C(=N/O)CCC/C2=N\O (centres undefined)
16) NC(=O)C(=O)NN=C1C2CC3CC(C2)CC1C3

Screen / compound no.	9	10	11	12	13	14	15	16
PRMT1 inh	-4	-2	3	3	2	0	-2	-3
TCR CD3 inh	6	-2	-1	-3	2	0	9	-1
SIAE primary	-1	-3	-13	-4	-2	4	0	-1
LEDGF integ inh	5	1	-2	-1	-1	2	2	3
TDP2 inh	-8	5	4	-19	3	8	-14	-14
HTRA1 inhibitor	-31	2	7	4	-13	x	2	1
rCAG RNA binder	0	-2	7	-3	-2	15	2	-1
NPR2 activator	2	6	-4	-3	-4	0	-1	9
MBD2 DNA inh	-4	1	3	1	-5	7	-2	5
ABHD4 inh	-2	0	6	-3	0	3	2	3

17) CCOC(=O)c1c(C)[nH]c(C(=O)Cn2nnc(-c3ccccc3Cl)n2)c1C
18) Cc1cccc(OCc2n[nH]c(=S)n2Cc2ccccc2)c1
19) CCOC(=O)NC(=O)/C(C#N)=N\Nc1cccc(OC)c1
20) O=C(Nc1ccc(Br)cc1)c1ccccc1Br
21) COc1ccc(OCc2cc(C(=O)N(C)C(C)c3ccon3)no2)c(Cl)c1 (centres undefined)
22) COc1cc(-c2cc[n+](C)cc2)ccc1O
23) CN(C(=O)c1ccc(F)c(S(=O)(=O)N2CCOCC2)c1)C1CCCCC1
24) Cc1cccc(C(=O)Nc2cc(NC(=O)c3cccs3)ccc2C)c1

Screen / compound no.	17	18	19	20	21	22	23	24
PRMT1 inh	1	2	5	4	0	-1	2	2
TCR CD3 inh	0	11	3	-3	8	-1	-2	9
SIAE primary	-2	0	4	-8	7	10	3	0
LEDGF integ inh	5	-1	-2	-4	-1	-3	4	2
TDP2 inh	9	10	5	4	-9	-8	8	-9
HTRA1 inhibitor	-13	-9	4	-8	-3	0	-1	-33
rCAG RNA binder	3	8	8	20	-8	0	-2	5
NPR2 activator	4	1	2	-5	-7	4	0	3
MBD2 DNA inh	9	-3	-4	-5	0	-6	-2	-3
ABHD4 inh	-7	2	3	-16	-2	4	0	5

# 2 of these compounds, set out differently:
# Order of results: PRMT1 inh	TCR CD3 inh	SIAE primary	LEDGF integ inh	TDP2 inh	HTRA1 inhibitor	rCAG RNA binder	NPR2 activator	MBD2 DNA inh	ABHD4 inh
20: O=C(Nc1ccc(Br)cc1)c1ccccc1Br
 : 4	-3	-8	-4	4	-8	20	-5	-5	-16
21: COc1ccc(OCc2cc(C(=O)N(C)C(C)c3ccon3)no2)c(Cl)c1 (centres undefined)
 : 0	8	7	-1	-9	-3	-8	-7	0	-2

# (listing goes on)
25) CC(C)(CNC(=O)c1cccc(S(=O)(=O)Nc2ccc(Br)cc2)c1)N1CCOCC1
26) Cc1[nH]c2ccccc2c1/C=N/NC(=O)CCC(=O)Nc1ccccc1
27) CCCCN1CC(N(C)CCN(C)C)CS1(=O)=O (centres undefined)
28) Cc1ccc2nc(N(CCCN(C)C)C(=O)c3ccc(Br)s3)sc2c1
29) Cc1ccccc1NC(=O)N1C2CCCC1CC(NC(=O)C(C)(C)C)C2 (centres undefined)
30) COc1ccc(NC(C)=O)cc1S(=O)(=O)Nc1cccc(S(=O)(=O)NC2=NCCC2)c1
31) COc1ccc(C(=O)OCC(=O)Nc2ccc(OC(F)F)cc2)c(OC)c1
32) O=C(CCCN1C(=O)/C(=C/c2ccc(F)cc2)SC1=S)NC1CCS(=O)(=O)C1 (centres undefined)

Screen / compound no.	25	26	27	28	29	30	31	32
PRMT1 inh	-2	1	-3	7	0	3	-2	4
TCR CD3 inh	6	6	8	-2	0	2	-2	0
SIAE primary	-5	14	3	0	4	3	12	0
LEDGF integ inh	1	1	1	-1	-1	-2	-2	1
TDP2 inh	3	-3	-6	-4	-8	4	2	-2
HTRA1 inhibitor	-7	2	x	5	5	9	-11	0
rCAG RNA binder	11	4	2	3	1	3	-3	0
NPR2 activator	0	-4	7	-15	1	3	1	0
MBD2 DNA inh	1	2	-3	8	4	0	-4	-1
ABHD4 inh	-2	1	9	7	-9	-3	-4	-16

33) COc1ccc(-c2cccc(C(=O)N3CCOCC3)c2)cc1
34) Cc1ccccc1C1CC(c2ccc(F)cc2)Nc2nc(N)nn21 (centres undefined)
35) COc1cc(NC(=O)c2ccc(C(C)(C)C)cc2)c(OC)cc1NC(=O)CN1CCCCC1
36) CN(C)c1ccc(/C=[N+](\[O-])C2SC(=S)N(C)C2(C)C)cc1 (centres undefined)
37) CN(c1ncnc(N)c1[N+](=O)[O-])C1CCS(=O)(=O)C1 (centres undefined)
38) O=C(Nc1ccc2nsnc2c1)c1cccs1
39) CCC(=O)c1ccc(N2CCN(C(=O)c3ccc(Br)cc3)CC2)c(F)c1
40) CN1CCCCC(NC(=O)c2cccc(C(F)(F)F)c2)C1=O (centres undefined)

Screen / compound no.	33	34	35	36	37	38	39	40
PRMT1 inh	2	6	-3	-2	-1	2	-2	2
TCR CD3 inh	-7	-9	12	-2	1	5	-5	4
SIAE primary	-1	1	6	2	1	-1	2	-7
LEDGF integ inh	-2	2	-2	0	4	1	4	0
TDP2 inh	7	5	-4	3	-15	2	-15	6
HTRA1 inhibitor	5	0	-8	-1	-1	-6	0	x
rCAG RNA binder	-1	-1	-1	2	-3	1	0	0
NPR2 activator	-1	4	1	-3	0	3	-4	-3
MBD2 DNA inh	-1	2	3	-2	1	-2	-7	-1
ABHD4 inh	2	-5	5	1	-1	-1	-10	-1

# Four successive entries from above, quoted:
37) CN(c1ncnc(N)c1[N+](=O)[O-])C1CCS(=O)(=O)C1 (centres undefined)
38) O=C(Nc1ccc2nsnc2c1)c1cccs1
39) CCC(=O)c1ccc(N2CCN(C(=O)c3ccc(Br)cc3)CC2)c(F)c1
40) CN1CCCCC(NC(=O)c2cccc(C(F)(F)F)c2)C1=O (centres undefined)

Screen / compound no.	37	38	39	40
PRMT1 inh	-1	2	-2	2
TCR CD3 inh	1	5	-5	4
SIAE primary	1	-1	2	-7
LEDGF integ inh	4	1	4	0
TDP2 inh	-15	2	-15	6
HTRA1 inhibitor	-1	-6	0	x
rCAG RNA binder	-3	1	0	0
NPR2 activator	0	3	-4	-3
MBD2 DNA inh	1	-2	-7	-1
ABHD4 inh	-1	-1	-10	-1

# Remaining list, next part.
41) COC(=O)C1=CN(CCCN2CCCC2=O)C=C(C(=O)OC)C1c1cccs1
42) COc1ccc(C(=O)COC(=O)c2nn(C)c(=O)c3ccccc23)c(OC)c1
43) O=C(CSCC(=O)OCC(=O)N1CCN(C(=O)c2ccco2)CC1)Nc1ccc(Cl)cc1
44) O=C(Nc1ccc(Cl)c(S(=O)(=O)N2CCOCC2)c1)c1cccs1
45) COc1ccc(NC(=O)CN2C(=O)C(C)Oc3ccccc32)cc1 (centres undefined)
46) CCOC(=O)c1oc2c(O)c(O)ccc2c(=O)c1-c1nncn1-c1ccccc1
47) CC(NS(=O)(=O)c1ccc2c(c1)C(=O)c1cc(S(=O)(=O)NC(C)C(=O)O)ccc1-2)C(=O)O (centres undefined)
48) O=C(O)c1cc(Cl)nc2ccccc12

Screen / compound no.	41	42	43	44	45	46	47	48
PRMT1 inh	-3	-4	-3	-8	-4	20	-1	2
TCR CD3 inh	4	0	-6	1	-1	7	-1	4
SIAE primary	-1	-12	-2	-11	-4	3	-7	-9
LEDGF integ inh	-4	6	2	3	1	45*	6	-7
TDP2 inh	-1	-8	-6	-1	-5	-5	-10	-2
HTRA1 inhibitor	1	0	-6	-15	1	9	0	4
rCAG RNA binder	-3	6	2	7	-3	11	9	-2
NPR2 activator	3	0	2	2	5	6	0	-3
MBD2 DNA inh	0	3	-1	-3	1	8	-5	2
ABHD4 inh	0	-3	-3	-8	5	20	-2	8

49) Cc1ccc(S(=O)(=O)N2CCOCC2)cc1NC(=O)CN(C)C1CCS(=O)(=O)C1 (centres undefined)
50) COc1ccc(Nc2c([N+](=O)[O-])ccc3c2=NC2(CCCCC2)N=3)cc1
51) COc1ccc(C)cc1NC(=O)CCNS(=O)(=O)c1cccc(C(F)(F)F)c1
52) Cc1cccc(NC(=O)CNC(=O)COC(=O)CCS(=O)(=O)c2ccccc2)c1C

Screen / compound no.	49	50	51	52
PRMT1 inh	0	-1	-3	2
TCR CD3 inh	0	-5	0	10
SIAE primary	-1	5	9	0
LEDGF integ inh	1	5	1	0
TDP2 inh	-9	-7	-21	-5
HTRA1 inhibitor	14	55*	-2	-2
rCAG RNA binder	-2	-3	-2	1
NPR2 activator	3	-5	-4	2
MBD2 DNA inh	3	-22	6	1
ABHD4 inh	0	31*	2	0

# An excerpt (hit frequency here may not be typical).
